NS5 inhibitors – Dengue-2 NS5 methyltransferase inhibitors, primary screen, biochemical, confirmation dose response (AID 588689) | Genome polyprotein (Dengue virus type 2 (strain 16681-PDK53)) | Dengue-2 NS5 methyltransferase capping enzyme assay, biochemical; higher % means a stronger effect | one-dose inhibition, % at 25 µM; IC50 in µM for titrated hits | 0.3% of 340,000 active; in the data active means a potency from the dose series
NS5 inhibitors pilot replicate – further read-out of NS5 inhibitors, marked with its call; inhibition, %; measured here: pilot screen replicate inhibition
An asterisk follows results filed as active. These rows are one share of the data; rates above refer to the full screens.

SMILES | NS5 inhibitors | others
Cc1ccc(N=Nc2c(O)[nH]c(=O)[nH]c2=O)cc1S(=O)(=O)Nc1ccc(Br)cc1 | 1%
COc1ccc(CC(=O)OCC(=O)Nc2cc(Cl)ccc2C)cc1 | -6%
CCCCc1ccc(NC(=O)CSc2nc(=O)n(CCN(CC)CC)c3c2CCC3)cc1 | -4%
Cn1c(SCC(=O)NCC2CCCO2)ncc(C(=O)Nc2ccccc2)c1=O (stereo unspecified) | -2%
CC(=O)OC1CCC2C3CCc4cc(O)ccc4C3CCC12C (stereo unspecified) | -2%
COc1ccc(C2CC(=O)c3c(O)cc(O)cc3O2)cc1O (stereo unspecified) | 4%
COc1ccccc1NS(=O)(=O)c1cc(C(=O)N2CCCC2)ccc1C | -5%
CCN(C(=O)COC(=O)/C=C/c1cccc([N+](=O)[O-])c1)c1c(N)n(Cc2ccccc2)c(=O)[nH]c1=O | -2%
CC1CCCC12NC(=O)NC2=O (stereo unspecified) | 8%
Cn1nc(C(=O)NCC(c2cccs2)N2CCOCC2)c2ccccc2c1=O (stereo unspecified) | -1%
Cc1cc(C)c(-c2cc(NC(=O)COC(=O)c3ccc(NC(=O)CC#N)cc3)n(-c3ccccc3)n2)cc1C | 1%
Cc1cc(-n2c(C)cc(C(=O)COc3cccnc3[N+](=O)[O-])c2C)no1 | -3%
O=C(NCCOc1ccccc1F)c1cccc(S(=O)(=O)N2CCN(c3ccccc3)CC2)c1 | -4%
Cc1cc(NC(=O)CSCC(=O)Nc2nc3ccccc3[nH]2)no1 | 1%
O=C(COC(=O)c1ccccc1Cl)NC1CCCCCCC1 | 2%
C[C@@H]1CN(S(=O)(=O)c2ccc3c(c2)OCCO3)CCN1S(=O)(=O)c1c(F)cccc1F | -1%
Cc1ccc(C(=O)N2CCCC(C(F)(F)F)C2)cc1S(=O)(=O)N1CCOCC1 (stereo unspecified) | -6%
COc1ccc(C(CNC(=O)C(CCSC)NC(=O)c2ccccc2Cl)N2CCOCC2)cc1 (stereo unspecified) | -4%
CCCCN1Cc2ccccc2Oc2cc(Br)ccc2S1(=O)=O | -6% | NS5 inhibitors pilot replicate=-4.2
COC(=O)c1ccc(NC(=O)COC(=O)C2CCC2)cc1 | -6%
Cc1noc(C)c1C(=O)OCC(=O)Nc1ncc(C(F)(F)F)cc1Cl | -2%
C[C@H]1CN([C@@H](C)CO)C(=O)c2cc(C3=CCCCC3)cnc2O[C@@H]1CN(C)C(=O)Cc1ccccc1 | -5%
CCOC(=O)c1sc(NC(=O)C2CCCCC2)nc1C | 1%
Cc1cccc(C(=O)NNC(=O)c2csc(N3CCOCC3)n2)c1C | -6%
O=C(COC(=O)/C=C/c1ccc([N+](=O)[O-])cc1)Nc1ccc(F)cc1 | -2%

A draw from above in order of heavy-atom count, falling:
SMILES | NS5 inhibitors | others
C[C@H]1CN([C@@H](C)CO)C(=O)c2cc(C3=CCCCC3)cnc2O[C@@H]1CN(C)C(=O)Cc1ccccc1 | -5%
O=C(NCCOc1ccccc1F)c1cccc(S(=O)(=O)N2CCN(c3ccccc3)CC2)c1 | -4%
C[C@@H]1CN(S(=O)(=O)c2ccc3c(c2)OCCO3)CCN1S(=O)(=O)c1c(F)cccc1F | -1%
COc1ccccc1NS(=O)(=O)c1cc(C(=O)N2CCCC2)ccc1C | -5%
O=C(COC(=O)c1ccccc1Cl)NC1CCCCCCC1 | 2%

(listing goes on)
SMILES | NS5 inhibitors | others
Cc1cc2c(=O)n(C)c(SCC(=O)NCC3CCCO3)nc2s1 (stereo unspecified) | 4%
C[C@H](CO)N1C[C@H](C)[C@@H](CN(C)S(=O)(=O)c2ccc(F)cc2)Oc2ccc(NC(=O)C3CC3)cc2C1=O | -5%
Cc1cc(C(=O)C(C)OC(=O)c2cnccn2)c(C)n1-c1ccccc1 (stereo unspecified) | -9%
CCOC(=O)N1CCN(c2ccc(S(=O)(=O)N3CCC(C)CC3)cc2[N+](=O)[O-])CC1 | 7%
COc1ccc(C(CNC(=O)c2ccc(Cl)s2)N2CCOCC2)cc1 (stereo unspecified) | -6%
Cc1cccc(C(=O)OCC(=O)NC(=O)NCc2ccccc2)c1 | 2%
CCn1c(SCC(=O)OC)nc2cc(S(=O)(=O)N3CCOCC3)ccc21 | 8%
C=CCNc1nc(C(=O)OCC(=O)c2ccc(OC)cc2OC)cs1 | -2%
O=C(CN1C(=O)NC2(CCCC2)C1=O)NNC(=O)c1ccc(Cl)cc1 | -2%
Oc1ccc(C[C@@H]2CNCCN2CCc2cccc(F)c2)cc1 | -1%
O=C(CSc1nnc(COc2ccccc2Cl)o1)Nc1ccccc1 | 2%
CC(C)(C)OC(=O)C[C@H]1C/C=C\C[C@H](CC(=O)N[C@@H](CO)Cc2ccccc2)C(=O)N[C@H](C(C)(C)C)COC1=O | -3% | NS5 inhibitors pilot replicate=0.3
Cc1ccc([C@H]2C[C@@H](n3cc(COC(=O)c4ccccc4)nn3)[C@H](O)CN2Cc2cccs2)cc1 | 2%
CC(C)(C)c1ccc(S(=O)(=O)N2CCN(C(=O)c3ccc4c(c3)C(=O)N(Cc3ccncc3)C4=O)CC2)cc1 | -1%
CCOC(=O)C1CCN(C(=O)COC(=O)CNS(=O)(=O)c2ccc(SC)c([N+](=O)[O-])c2)CC1 | -3%
CC(=O)C[C@H](O)CC(=O)[C@H]1OC(=O)[C@H](C)C/C=C\Cc2ccccc21 | -4%
CCN(CC)C(=O)[C@H]1C[C@H](CC(=O)NCc2ccco2)C(=O)N2CCc3c([nH]c4ccc(Cl)cc34)[C@]12C | 4% | NS5 inhibitors pilot replicate=-1.2
C/C=C(\C)C(=O)OC1CC(C)(C)C[C@H]2C3=CC[C@@H]4[C@@]5(C)CCC(O[C@@H]6O[C@@H](C(=O)O)[C@@H](O)C(O[C@@H]7OC[C@H](O)[C@@H](O)[C@@H]7O[C@@H]7OC(CO)C(O)[C@@H](O)[C@@H]7O)C6O[C@@H]6OC(CO)C(O)C(O)C6O)[C@@](C)(CO)[C@@H]5CC[C@]4(C)[C@]3(C)CC(O)[C@@]12CO (stereo partly specified) | 2%
N#CC(C#N)c1ccnc2ccccc12 | -3%
CC1(C)C[C@H]2C3=CCC4[C@@]5(C)CC[C@H](O)[C@](C)(CO)C5CC[C@@]4(C)[C@]3(C)C[C@@H](O)[C@@]2(CO)[C@@H](O)[C@@H]1O (stereo partly specified) | -2%
O=C1[C@H](Oc2ccccc2)[C@@H](c2ccccc2)N1c1ccncc1 | -7% | NS5 inhibitors pilot replicate=0.0
CC(C)=CCC/C(C)=C/CNC(=O)C[C@H]1C[C@H](C(=O)N(C(C)C)C(C)C)[C@@]2(C)c3[nH]c4cc(-c5ccco5)ccc4c3CCN2C1=O | -3% | NS5 inhibitors pilot replicate=2.1
CCCCn1c(N)c(N(CCOC)C(=O)c2ccc3c(c2)C(=O)N(c2ccccc2C)C3=O)c(=O)[nH]c1=O | 5%
CCCC[C@H](CC(=O)c1ccccc1)[C@@H](OC(C)=O)C(=O)Oc1c(C(C)C)cccc1C(C)C | -1%
CCC(C)(C)C1CCc2[nH]nc(C(=O)NCC3CC3)c2C1 (stereo unspecified) | 4%

Retrieved one by one from the entries so far (three):
SMILES | NS5 inhibitors | others
O=C(COC(=O)c1ccccc1Cl)NC1CCCCCCC1 | 2%
O=C1[C@H](Oc2ccccc2)[C@@H](c2ccccc2)N1c1ccncc1 | -7% | NS5 inhibitors pilot replicate=0.0
C/C=C(\C)C(=O)OC1CC(C)(C)C[C@H]2C3=CC[C@@H]4[C@@]5(C)CCC(O[C@@H]6O[C@@H](C(=O)O)[C@@H](O)C(O[C@@H]7OC[C@H](O)[C@@H](O)[C@@H]7O[C@@H]7OC(CO)C(O)[C@@H](O)[C@@H]7O)C6O[C@@H]6OC(CO)C(O)C(O)C6O)[C@@](C)(CO)[C@@H]5CC[C@]4(C)[C@]3(C)CC(O)[C@@]12CO (stereo partly specified) | 2%

The list goes on.
SMILES | NS5 inhibitors | others
COc1ccc2[nH]c3c(c2c1)CCN1C(=O)C(CC(=O)NCCN2CCOCC2)C[C@H](C(=O)N2CCOCC2)[C@@]31C (stereo partly specified) | -8% | NS5 inhibitors pilot replicate=-6.1
CCCCn1c(N)c(N(CC(C)C)C(=O)c2cccc(S(=O)(=O)N3CCN(C(C)=O)CC3)c2)c(=O)[nH]c1=O | -5%
CCN(C(=O)COC(=O)c1nc(Cl)ccc1Cl)c1c(N)n(Cc2ccccc2)c(=O)[nH]c1=O | -6%
O=C(CCNC(=O)c1ccc(Br)cc1)NCCCN1CCCC1=O | 5%
COc1ccc(-c2noc(CN(C)C(=O)CCCN3C(=O)[C@H]4CC=CC[C@H]4C3=O)n2)cc1 | -11%
Cc1ccc(S(=O)(=O)NCc2ccccc2)cc1C(=O)NCc1ccncc1 | 3%
O=C(CCCOc1ccccc1)N1CCN(S(=O)(=O)c2ccc(Cl)cc2)CC1 | 3%
CCOC(=O)c1cc(-c2sc(NC(=O)c3ccccc3)nc2C)n(Cc2ccccc2)n1 | 1%
O=C(O)C1OCC2(CO1)COC(C(=O)O)OC2 (stereo unspecified) | -1%
N#CCCN(C(=O)COC(=O)CCNS(=O)(=O)c1ccccc1)c1ccccc1 | -4%
O=C(OCC(=O)N1CCC(c2ccccc2)=N1)c1ccc([N+](=O)[O-])s1 | 10%
O=C(NCc1nnnn1-c1ccccc1)c1ccc2ccccc2c1 | 2%
C[C@H](CO)N1C[C@H](C)[C@@H](CN(C)Cc2ccc(C(=O)O)cc2)Oc2c(NS(=O)(=O)c3ccccc3)cccc2C1=O | 0%
Cc1ccc(S(=O)(=O)Nc2ccccc2N=Cc2c(F)c(F)c(F)c(F)c2F)cc1 | 0%
O=C(c1ccco1)N1CCN(c2ncnc3scc(-c4ccc(Cl)cc4)c23)CC1 | -3%
CCCn1c(N)c(N(CCOC)C(=O)CSc2cc(C)c3ccccc3n2)c(=O)[nH]c1=O | 3%

Already shown: entries from further up.
SMILES | NS5 inhibitors | others
COc1ccc2[nH]c3c(c2c1)CCN1C(=O)C(CC(=O)NCCN2CCOCC2)C[C@H](C(=O)N2CCOCC2)[C@@]31C (stereo partly specified) | -8% | NS5 inhibitors pilot replicate=-6.1
CCCCn1c(N)c(N(CC(C)C)C(=O)c2cccc(S(=O)(=O)N3CCN(C(C)=O)CC3)c2)c(=O)[nH]c1=O | -5%
CCN(C(=O)COC(=O)c1nc(Cl)ccc1Cl)c1c(N)n(Cc2ccccc2)c(=O)[nH]c1=O | -6%
O=C(CCNC(=O)c1ccc(Br)cc1)NCCCN1CCCC1=O | 5%
COc1ccc(-c2noc(CN(C)C(=O)CCCN3C(=O)[C@H]4CC=CC[C@H]4C3=O)n2)cc1 | -11%
Cc1ccc(S(=O)(=O)NCc2ccccc2)cc1C(=O)NCc1ccncc1 | 3%
O=C(CCCOc1ccccc1)N1CCN(S(=O)(=O)c2ccc(Cl)cc2)CC1 | 3%
